Screening data: PubChem BioAssay, several laboratories
TRPN1 ag = agonists of zebrafish TRPN1 channel. HEK293 zebrafish TRPN1-YFP, Fluo-8 calcium fluorescence; 100% = response to 87 µM carbachol. activation, % at 3 µM. 220,000 tested, 0.18% active. AID 1424;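 active = activation above its plate's cutoff, the mean activation of test wells on that plate plus 3 SD, cut at about 19% in these data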;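 also: 0% = DMSO alone and 100% = 87 µM carbachol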
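Material: zebrafish TRPN1-YFP in HEK293 cells; Doses: single test compound dose, 3 µM nominal, 0.3% DMSO; Timing: dye loading 1 h at 37 °C, then 30 min room temperature; Technique: intracellular calcium fluorescence with Fluo-8; Benchmarks: high carbachol 87 µM, low DMSO alone.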
NPY1 pot ag = human NPY-Y1 potentiation or agonism, primary screen; P25929; NPY-Y1 expressing cells, potentiator/agonist activation; activation, % at 3.6 µM; 220,000 tested, 0.37% active; AID 1304; in the data active = activation above about 33%, passing the limit was not always enough;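 also: cells stimulated with NPY at EC10 then isoproterenol at EC100; 0% = low agonist plus stimulus and 100% = saturating agonist plus stimulus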
Target sequence (P25929 whole entry, looked up): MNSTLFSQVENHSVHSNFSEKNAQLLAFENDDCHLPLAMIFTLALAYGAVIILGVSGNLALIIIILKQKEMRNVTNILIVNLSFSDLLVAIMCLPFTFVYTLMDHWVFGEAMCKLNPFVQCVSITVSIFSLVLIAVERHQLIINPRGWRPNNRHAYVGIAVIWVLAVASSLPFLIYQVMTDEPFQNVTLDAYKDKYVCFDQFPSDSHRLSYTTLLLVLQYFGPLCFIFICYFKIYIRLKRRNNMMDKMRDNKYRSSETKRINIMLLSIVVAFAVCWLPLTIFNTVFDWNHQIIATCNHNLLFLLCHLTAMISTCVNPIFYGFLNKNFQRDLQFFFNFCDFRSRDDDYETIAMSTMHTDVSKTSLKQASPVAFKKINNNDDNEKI
NPY Y1 blocker = blocks the human neuropeptide Y Y1 receptor; P25929; HEK293-CNG Y1 cells, membrane potential fluorescence; NPY at EC95, then isoproterenol; 200,000 tested, 1% active; inhibition, % at 3.6 µM; AID 1040;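 active = inhibition above the campaign mean inhibition of all tested compounds plus 3 SD, cut at about 20% in these data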;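 also: 0% = DMSO wells given NPY plus isoproterenol and 100% = isoproterenol alone without NPY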
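Assay system: HEK293 Y1/CNG channel cell line; Doses: single compound dose of 3.6 µM, 0.4% DMSO; Timing: dye 3 h, compound 60 min room temperature, stimulation 45 min; Technique: Membrane-potential fluorescent dye readout; Measure: % inhibition of NPY effect.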
14-3-3 Bad PPI = disrupts binding of bovine 14-3-3 zeta to phospho-Bad peptide; P63103; TR-FRET 14-3-3zeta/Dy647-pBad peptide displacement, 1 h; inhibition, % at 21.7 µM; 220,000 tested, 0.71% active;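 active = inhibition above about 70%, limit read from the data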;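 also: 0% = full 14-3-3 plus peptide FRET controls and 100% = background without 14-3-3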
Target sequence (P63103 whole entry, looked up): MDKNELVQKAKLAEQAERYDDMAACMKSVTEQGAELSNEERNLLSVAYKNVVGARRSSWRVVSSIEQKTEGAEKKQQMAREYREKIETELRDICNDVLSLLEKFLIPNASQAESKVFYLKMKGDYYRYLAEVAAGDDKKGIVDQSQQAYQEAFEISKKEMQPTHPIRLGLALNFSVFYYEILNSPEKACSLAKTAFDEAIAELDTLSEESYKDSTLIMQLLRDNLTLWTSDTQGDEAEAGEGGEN
PGE2 EP2 inh = blocks the human prostaglandin E2 receptor EP2; 260,000 tested, 0.52% active; inhibition, % at 25 µM; C6 glioma cells expressing human EP2, cAMP TR-FRET; cells stimulated with saturating PGE2; AID 1422;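 active = percent inhibition above 40 after rounding to a whole number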;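 also: rat C6 glioma host cells with rolipram phosphodiesterase inhibitor present; the protocol text gives 20 µM as final concentration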
Target sequence (P43116 whole entry, looked up): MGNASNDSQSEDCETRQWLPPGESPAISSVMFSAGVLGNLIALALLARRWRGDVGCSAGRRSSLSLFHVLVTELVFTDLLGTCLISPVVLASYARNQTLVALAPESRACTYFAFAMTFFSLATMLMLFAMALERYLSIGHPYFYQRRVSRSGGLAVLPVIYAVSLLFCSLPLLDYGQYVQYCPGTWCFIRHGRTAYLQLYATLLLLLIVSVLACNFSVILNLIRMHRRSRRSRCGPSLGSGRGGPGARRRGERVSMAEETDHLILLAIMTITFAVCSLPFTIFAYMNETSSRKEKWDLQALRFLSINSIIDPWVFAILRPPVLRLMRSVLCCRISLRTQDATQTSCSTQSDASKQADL
TRPML3 agonist = human mucolipin-3 channel agonism; Q8TDD5; HEK293 TRPML3-YFP, Fluo-8 calcium fluorescence; 100% = the carbachol control signal; activation, % at 3 µM; 220,000 tested, 0.29% active;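 active = activation above its plate's cutoff, the mean activation of the plate's test wells plus 3 SD, cut at about 12% in these data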;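 also: 0% = DMSO only wells and 100% = carbachol wells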
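Test system: TRPML3-YFP stable HEK293 cells. Doses: single point at 3 µM. Incubation: dye loading 1 h 37 °C then 30 min ambient, 125 s read. Signal: Fluo-8 calcium dye fluorescence, ex 470-495, em 515-575 nm. Measure: percent activation from peak-to-basal fluorescence ratio, scaled between DMSO and carbachol.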
PPC-1+TRAIL kill = compounds killing PPC-1 cancer cells with TRAIL present (potentiator screen, no TRAIL-free arm) | PPC-1 cells + TRAIL, ATPLite viability luminescence | cell killing (% activity), % at 4 µM | 220,000 tested, 0.41% active;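 active = cell killing above 50% in the first pass at 4 µM, then a duplicate retest at 5 µM averaging 50% or more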;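 also: plate controls were cells with TRAIL plus DMSO for no effect and medium-only wells lacking cells for full effect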
CHOP inh = inhibitors of CHOP induction in ER stress response. CHO-K1 CHOP-promoter luciferase, tunicamycin-induced, 15-18 h. inhibition, % at 10 µM. 220,000 tested, 3.8% active;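 active = compounds that reduced the stress-induced luciferase reporter signal by more than about 70% of percent inhibition, limit read from the data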;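 also: 0% = tunicamycin plus vehicle and 100% = wells without tunicamycin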
EP2 modulator = modulates human prostaglandin E2 receptor EP2 signaling | P43116 | EP2-expressing cells, cAMP HTRF FRET, PGE2 co-stimulation | induction, % at 25 µM | 260,000 tested, 0.83% active | AID 940;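 active = compounds whose cAMP rise, as percent of the full-agonist control response, exceeds 60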;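 also: rat C6 glioma line stably carrying human EP2 under a CMV promoter; the protocol text gives 20 µM as final concentration; 100% = response of wells given 1 µM PGE2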
Starred values were filed as active, the others as inactive; · = not tested or not shown; & = joins results of further samples; [ ] = remark or other dose. This is a subset, so the mix of outcomes need not match the whole.

Start of the listing, in advance:
SMILES	TRPN1 ag	NPY1 pot ag	NPY Y1 blocker	14-3-3 Bad PPI	PGE2 EP2 inh	TRPML3 agonist	PPC-1+TRAIL kill	CHOP inh	EP2 modulator
O=C(CC1C(=O)NCCN1Cc1ccc(-c2ccccc2)cc1)NCCCn1cccn1 (configuration not stated)	0.3	-12	6	-7	7	0.2	1	19	1
COc1ccccc1N1CCN(CC(=O)N2N=CCC2c2ccccc2)CC1 (configuration not stated)	0.3	3	-1	-9[fluorescence artefact?]	10	-0.3	19	23	3
c1cc(Nc2ncnc3sccc23)cc(-c2nnc3n2CCCCC3)c1	0.2	7	0	-2	11	-0.2	5	38	-20
Oc1ccc(/C=N/NC(=S)Nc2cccnc2)cc1O	-2.0	-4	0	84*[fluorescence artefact?]	3	0.2	29	16	-12

Results, repeating the preview:
SMILES	TRPN1 ag	NPY1 pot ag	NPY Y1 blocker	14-3-3 Bad PPI	PGE2 EP2 inh	TRPML3 agonist	PPC-1+TRAIL kill	CHOP inh	EP2 modulator
O=C(CC1C(=O)NCCN1Cc1ccc(-c2ccccc2)cc1)NCCCn1cccn1 (configuration not stated)	0.3	-12	6	-7	7	0.2	1	19	1
COc1ccccc1N1CCN(CC(=O)N2N=CCC2c2ccccc2)CC1 (configuration not stated)	0.3	3	-1	-9[fluorescence artefact?]	10	-0.3	19	23	3
c1cc(Nc2ncnc3sccc23)cc(-c2nnc3n2CCCCC3)c1	0.2	7	0	-2	11	-0.2	5	38	-20
Oc1ccc(/C=N/NC(=S)Nc2cccnc2)cc1O	-2.0	-4	0	84*[fluorescence artefact?]	3	0.2	29	16	-12
Cc1ccc(-c2ccc(/C=N/NC(=O)CN3CCCC3)o2)cc1Cl	1.4	-53	8	-7	6	-0.4	-8	52	-14
CCOC(=O)C1CCCN(C2CC(=O)N(c3ccccc3)C2=O)C1 (configuration not stated)	1.1	7	-1	-6	5	-0.1	-8	7	-9
CCOC(=O)/C(C#N)=C1/C=C(C)NC(c2ccccc2O)=N1	8.0	20	-6	-6[fluorescence artefact?]	11	2.3	12	29	34
Cc1ccc(Cn2ncc3c(N4CCN(c5ccc(C)cc5)CC4)ncnc32)cc1	0.5	3	1	-3	·	2.1	15	63	26
COc1cccc(CN(C)CC(=O)NC(=O)NCc2ccccc2)c1	-0.6	9	4	-11	3	0.0	19	37	-5
CC(C)(C)NC(=O)CSc1nnc(-c2ccccn2)n1-c1ccccc1	-0.2	8	-1	3[fluorescence artefact?]	7	-0.4	18	-29	2
CCNc1nc(NCC)n2c(SCC(=O)c3ccccc3Cl)nnc2n1	-0.3	6	3	-1	4	0.8	-12	8	-29
Nc1ccc(S(=O)(=O)N2CCCC2C(=O)O)cc1 (configuration not stated)	1.6	-11	·	0	7&4	0.1	17	1	-12&0
O=S(=O)(/C=C/c1ccccc1)NCCc1ccccn1	-1.5	8	-2	-8	18	0.3	-1	-12	8
Cc1cc(N/N=C/c2ccccc2)nc(NCc2ccccc2)n1	-1.4	-37	16	5[fluorescence artefact?]	6	-0.8	31	44	-10
Fc1cccc(Cl)c1-c1nnc2ccc(C(F)(F)F)cn12	1.3	10	5	-7	10	-0.7	12	4	-32
Cc1ccc(NC(=O)Cc2nc(CCl)cs2)cc1	-1.5	1	-4	-6[fluorescence artefact?]	8	0.3	12	18	-14
CC(C)[C@H](NC(=O)c1ccccc1)C(=O)OCC(=O)N1CCc2ccccc2C1	-0.1	-3	-3	14	9	0.5	19	1	-9
COc1ccc(-c2nnc(N(C)C(=O)C3CCCO3)s2)cc1 (configuration not stated)	0.7	-30	1	-8	8	0.8	27	1	3
O=C(O)CSc1nc2c(c(C(F)(F)F)n1)CCCC2	-0.4&0.1	-17&15	-5	4&-1	8&7	-0.2&0.9	-11&6	4&0	23&13
CS(=O)(=O)N(CC(=O)N1CCOCC1)c1ccc2c(c1)OCO2	3.5	-6	0	0[fluorescence artefact?]	19&4	0.0	6	-18	13&4
COc1ccc(C(CC(=O)O)NC(=O)c2cc3cc(Br)ccc3oc2=O)cc1OC (configuration not stated)	1.3	-48	11	-7	14	1.2	-4	-13	20
COCC(C)n1c(SCC(=O)N(C)C2CCS(=O)(=O)C2)nc2ccccc2c1=O (configuration not stated)	-0.5	-6	7	-17	4	1.0	26	-1	28
CCCCCCCCCCNC(=O)C(=O)Nc1ccccn1	0.2	12	3	1	10	-0.2	24	39	35
CCC(NC(=O)c1ccc([N+](=O)[O-])cc1[N+](=O)[O-])c1ccccc1 (configuration not stated)	-0.8	-9	0	4	15	0.8	11	35	14
O=c1nc(/C=C/c2cc([N+](=O)[O-])ccc2Cl)cc(C(F)(F)F)[nH]1	-0.4	2	-6	-7	7	0.5	21	34	28
Cc1cccc(C(=O)O/N=C2/CC3CCC2(C)C3(C)C)c1 (configuration not stated)	-1.5	-9	-1	1	8	-0.4	12	17	-50
CCCc1ccc(-c2cc(C(=O)NN3CCOCC3)c3ccccc3n2)cc1	0.9	-7	-7	-1	8	0.6	29	36	-8
CCCCN(CC)CCNC(=O)CNC(=O)Cn1ccc2ccccc2c1=O	2.3	2	-2	-7	4	0.9	6	1	2
O=C(COC(=O)/C=C/c1ccc(F)cc1)Nc1cccc(S(=O)(=O)N2CCCC2)c1	0.2	-15	8	1	2	-0.2	2	-2	-28
Cc1ccc(NC(=O)COC(=O)CCOc2ccccc2C)cc1	-0.7	-11	6	6	5	-0.6	2	7	7
Cc1nnc(SCC(=O)NCCN2C(=O)CSC2=O)n1-c1ccccc1	-1.4	2	-5	4	10	0.3	10	6	-22
O=C(O)c1cc(-c2ccc(/C=C3/SC(=S)N(Cc4ccccc4)C3=O)o2)ccc1Cl	4.1	5	-1	100*	22	0.9	43	-36	-44
Cn1c(=O)[nH]c(=O)c2c1nc([N+](=O)[O-])n2Cc1ccccc1	0.4	-28	·	4	16	1.7	31	106*	-36
CCOC(=O)c1c(CN2CCN(C)CC2)oc2ccc(OC)cc12	1.7	-15	4	79*	6	0.1	19	-2	-1
CCOCCn1c(N2CCN(c3ccccc3)CC2)nc2c1c(=O)[nH]c(=O)n2C	1.4	5	6	15	2	0.0	·	-4	-3
Cc1cc(C(=O)COc2ccccc2C(N)=O)c(C)n1CC1CCCO1 (configuration not stated)	9.9	-30	5	-18	4	6.2	7	46	-36
O=C(NCCOc1ccccc1)C1CCCCC1	-0.4	6	3	0	4	0.2	-9	-40	0
CCCOc1ccc(-c2nc(N)n[nH]2)cc1	-0.1	-8	0	-7	9	0.2	24	21	3
CCN1CCN(c2cc(C)c3cc(NC(=S)N4CCN(c5ccc(F)cc5)CC4)ccc3n2)CC1	-0.6	7	-5	-1	3	0.9	-9	106*	-13
COc1ccc(C(=O)NC(CC(=O)O)c2cc([N+](=O)[O-])ccc2Cl)c(SC)c1 (configuration not stated)	1.7	6	8	-20	7	1.2	12	-11	32
C=CCNc1nc(N(c2ccccc2)c2ccccc2)nc(-n2ccnc2)n1	0.9	10	-1	-3	20	0.9	5	52	-43
O=C(COC(=O)c1ccccc1C(=O)N1CCN(c2ccccc2)CC1)Nc1ccccc1	1.6	6	-1	-12	5	1.2	-20	10	-38
CCCC(=O)N(CCc1ccccc1)Cc1nc2ccccc2c(=O)[nH]1	0.0	0	5	-8	6	-1.4	-5	20	-18
Cc1cc(NC(=O)CSc2nc3ccccc3c(=O)n2CCCC(=O)NCc2ccccc2)n[nH]1	0.8	-25	4	0	4	-0.2	-11	6	25
COc1ccc(C2=NN(C(=O)c3cccc([N+](=O)[O-])c3)C(c3cccc([N+](=O)[O-])c3)C2)cc1 (configuration not stated)	0.2	-7	3	14	5	0.2	12	-4	1
CN1C(=O)CC(C(=O)O)SC1=Nc1ccc(F)cc1 (configuration not stated)	-1.7	-6	1	-8	3	0.4	14	-4	15
CN(C)Cc1nnnn1-c1ccccc1	0.8	2	·	-18	7	0.9	-2	1	-7
CC(=O)Nc1sc(/C(C#N)=C/c2ccc(Cl)c(Cl)c2)nc1-c1ccc(C)cc1	1.5	5	-1	-12	10	1.2	33	4	-8
CCn1c(SCC(=O)NCC2CCCO2)nnc1-c1ccc(S(=O)(=O)N2CCN(C)CC2)cc1 (configuration not stated)	-0.4	-12	-4	5	5	0.3	7	-7	11
O=C(OC(C(=O)Nc1ccc(Cl)c(C(F)(F)F)c1)c1ccccc1)C1=COCCO1 (configuration not stated)	4.0	8	2	7	5	0.9	21	25	-9
N#C/C(=C1\CCCN1)c1nc(-c2ccccc2)cs1	-1.0	-6	3	3	6	-1.5	12	12	-3
CC(=O)NCCOc1cccc2ccccc12	-0.3	-9	-5	11[fluorescence artefact?]	13	1.2	19	6	-10
Cc1ccc(C(=O)NCC(=O)OCC(=O)Nc2ccccc2[N+](=O)[O-])cc1	-1.2	-10	0	-3	8	0.5	29	16	31
COc1ccccc1CCc1nnc(CCC(=O)NC(C)Cn2nc(C)cc2C)o1 (configuration not stated)	-1.5	15	-2	-7	3	0.2	·	-2	-21
O=C(Cn1cnc2ccccc21)N/N=C/c1cccnc1	1.3	24	0	-3	7	0.7	19	-7	0
Cc1ccc2nc(NC(=O)Cn3cc4c(n3)CCCCC4)sc2c1	-0.2	-100	1	5	16	0.6	11	45	-77
CC(=O)Nc1ccc(C(=O)OCc2ccc(F)cc2Cl)cc1	-0.3	10	0	-2	7	-0.7	12	-3	-29
CCOc1ccc(/C=N/NC(=O)C(OC)c2ccccc2)cc1 (configuration not stated)	-0.1	0	0	-6	3	0.3	28	-8	-33
COc1ccc(OC)c2c1C(=O)c1ccccc1C2=O	2.8	16	7	4	4	2.3	-3	17	19
CC(=O)N(CN1C(=O)C2C3C=CC(C3)C2C1=O)c1cccc(Cl)c1 (configuration not stated)	-0.5	6	6	0	5	0.3	-23	-6	13

The listing continues.
SMILES	TRPN1 ag	NPY1 pot ag	NPY Y1 blocker	14-3-3 Bad PPI	PGE2 EP2 inh	TRPML3 agonist	PPC-1+TRAIL kill	CHOP inh	EP2 modulator
CC(C)C(OC(=O)c1ccco1)C(=O)NCc1cccs1 (configuration not stated)	1.1	-6	-3	13	5	0.8	5	17	12
N#Cc1c(-c2ccc(Cl)cc2)c2c([nH]c1=O)-c1ccccc1OC2	0.5	-8	·	3	7	0.3	-4	20	-10
O=c1c(Cc2ccc(F)cc2)c(O)ccn1CCCn1ccnc1	0.1	0	0	-9	11	0.2	24	7	1
COc1ccc2nc(NC(=O)CNS(=O)(=O)c3cccs3)sc2c1	-0.4	-5	2	-8	2	-0.1	12	-6	-22
CCOC(=O)C(CC)Sc1nnc2n1C(C)(C)Cc1ccccc1-2 (configuration not stated)	-1.4	-23	9	14	6	-0.6	17	-3	-6
